STAT1 activator: increases IFN-gamma driven STAT1 reporter signal; 2.6% of 200,000 active; NIH 3T3 STAT1-luciferase reporter, luminescence; 100% = IFN-gamma alone, no compound; AID 932; activation (% of control), % at 5.5 µM;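 active = activation above the screen-wide mean activation plus 3 SD, cut at about 130% in these data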;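 note: raw ratio to IFN-gamma control signal so 100% means no change and 0% no light; values of inactives mirror those of a sister screen read the other way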
HMGR II inh: inhibitors of class II HMG-CoA reductase from Enterococcus faecalis; AID 1066; purified E. faecalis HMGR, NADPH absorbance 340 nm kinetic; inhibition, % at 10 µM; 0.41% of 190,000 active;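 active = inhibition above a set limit, the median over all tested compounds plus 3 SD, cut at about 9.5% in these data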;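 note: enzyme runs in reverse so mevalonate oxidation gives rising NADPH absorbance; 0% = complete reaction with DMSO and 100% = background rate lacking mevalonate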
NF-kB neuron act: NF-kB expression increase, human neuronal cells | NF-kB reporter expression; stronger effect = higher value | fold change at 12.5 µM | 1.6% of 190,000 active | AID 1239; in the data active = fold change above about 3.3
FLuc inh counter: inhibits firefly luciferase, flagging false hits in luciferase inhibition screens; inhibition, % at 10 µM; P08659; 1.5% of 200,000 active; ATPLite firefly luciferase biochemical luminescence, 10 min;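 active = inhibition above about 50% when tested at 10 µM, limit read from the data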
Target sequence (P08659 whole entry, looked up): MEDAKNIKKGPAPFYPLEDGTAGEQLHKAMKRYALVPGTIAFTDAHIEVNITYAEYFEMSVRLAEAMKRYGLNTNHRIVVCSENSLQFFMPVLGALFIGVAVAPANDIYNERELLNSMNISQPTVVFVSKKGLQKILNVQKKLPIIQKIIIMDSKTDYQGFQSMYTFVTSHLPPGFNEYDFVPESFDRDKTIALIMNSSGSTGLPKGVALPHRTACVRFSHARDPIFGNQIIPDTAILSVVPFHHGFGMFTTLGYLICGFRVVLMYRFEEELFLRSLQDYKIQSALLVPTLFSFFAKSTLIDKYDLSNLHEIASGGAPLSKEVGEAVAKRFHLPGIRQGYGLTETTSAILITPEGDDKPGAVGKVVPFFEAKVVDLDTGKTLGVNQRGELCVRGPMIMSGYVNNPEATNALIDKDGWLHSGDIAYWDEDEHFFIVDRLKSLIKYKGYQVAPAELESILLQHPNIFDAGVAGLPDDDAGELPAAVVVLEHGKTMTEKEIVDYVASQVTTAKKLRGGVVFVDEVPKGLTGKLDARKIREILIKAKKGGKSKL
APP 5UTR inh: APP translation inhibition | SH-SY5Y APP 5'UTR-luciferase reporter, luminescence | inhibition, % at 2 µM | 0.82% of 190,000 active;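 active = inhibition above a set limit, derived from the sample mean plus 3 SD, cut at about 45% in these data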; note: values of inactives mirror those of a sister screen read the other way
G6PDH counter: counter-screen for G6PDH assay hits: L. mesenteroides G6PDH inhibition; Purified L. mesenteroides G6PDH, diaphorase/resazurin coupled fluorescence, 45 min; inhibition, % at 5 µM; 0.12% of 200,000 active; AID 1020; in the data active = inhibition above about 50%
APP 5'UTR act: activates APP 5'UTR luciferase reporter; 1% of 190,000 active; SH-SY5Y APP 5'UTR luciferase reporter, luminescence; zero percent = DMSO vehicle wells; activation, % at 2 µM; AID 1276;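 active = activation above a set limit, based on mean plus 3 SD of controls, cut at about 140% in these data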; note: values of inactives mirror those of a sister screen read the other way
Hsp70 act: switches on Hsp70 transcription. activation, % at 10 µM. HeLa Hsp70 promoter luciferase reporter, luminescence; scaled: vehicle 0, proteasome-inhibitor control 100%. 0.04% of 200,000 active;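 active = activation above the mean across all tested compounds plus 3 SD, cutoff set per campaign, cut at about 5.5% in these data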;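 note: 100% = MG132 at 30 µM as the positive control and 0% = DMSO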
DTT redox prof: compounds producing H2O2 with reducing agent – biochemical, NIH compound library profiling, artefact control for MLSCN library redox annotation, primary screen | DTT-dependent redox cycling H2O2, phenol red/HRP absorbance; 100% = 100 µM peroxide control, 0% = buffer | activation, % at 10 µM | 0.03% of 200,000 active | AID 878;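 active = activation of at least 50% relative to the plate's high and low controls in the primary single-dose screen; inactive = activation below 50%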;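 note: compound incubated with DTT at 0.8 mM final as the reducing agent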
FLuc stim CS: firefly luciferase counter-screen for stimulation assays | AID 1027 | ATPlite luciferase biochemical, luminescence, 10 min; 0 = ATP-free wells, 1 = DMSO control | 200,000 tested, under 10 active | P08659 | activation factor at 10 µM;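 active = luciferase activation factor, scaled between plate controls, of at least 2 with compound at 10 µM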
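Assay system – cell-free luciferase reagent · Medium – PBS-based ATP solution · Dosing – test compounds dosed from 2 mM stocks in 100% DMSO · Timing – 10 min, room temperature · Technique – light output (luminescence) · Measure – luminescence gain marking luciferase activators · Controls – No-ATP low control, compound-free enzyme-plus-ATP high control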
Starred values were filed as active, the others as inactive; x = not tested or not shown.

SMILES	STAT1 activator	HMGR II inh	NF-kB neuron act	FLuc inh counter	APP 5UTR inh	G6PDH counter	APP 5'UTR act	Hsp70 act	DTT redox prof	FLuc stim CS
O=C(O)/C=C/c1ccc(O)c(O)c1	95	1	1	-2	13	40	-13	-0.3	-0.5	1
COc1cc(C(=O)Nc2sc(C(=O)N3CCOCC3)c(C)c2C#N)cc(OC)c1OC	96	-6	1.1	-5	14	12	-14	-0.3	2.0	1
CCC(C)(C)NC(=O)C(c1ccc(C)o1)N(Cc1cccs1)C(=O)Cn1nnc2ccccc21 (stereo unspecified)	91	-4	0.92	-8	-8	7	8	0.0	-0.6	1.1
COc1cccc(-n2nnc3c(=O)n(CC(=O)Nc4cc(C)on4)cnc32)c1	94	-4	0.86	1	-10	8	10	-0.3	0.7	1
CSc1ccccc1C(=O)N1CCCCC1	98	-2	1	-6	-4	3	4	0.4	-0.6	1.1
N#C/C(C(=O)NCc1ccco1)=C1/SC=C(c2ccccc2)N1c1ccccc1	101	4	1.3	-4	0	-12	0	-0.2	1.3	1
Nc1ccccc1Sc1ccccc1[N+](=O)[O-]	96	-2	0.81	0	2	9	-2	-0.4	-0.1	1
Cc1cc(NCCCn2ccnc2)n2nc(C)c(-c3ccccc3)c2n1	123	-5	1.6	17	-48	2	48	0.3	0.4	0.8
CCc1ccc[n+](-c2[nH]c(=O)sc2/C=N/NC([S-])=Nc2ccccc2)c1	97	-1	1.1	-2	16	-5	-16	-0.4	0.1	1
O=C(CN1CCN(Cc2ccc3c(c2)OCO3)CC1)Nc1ccc(N2CCOCC2)cc1	99	-1	1.3	1	-2	-1	2	-0.2	-0.1	1
CCOC(=O)c1cc2c(C)[nH]c(C)c2cc(C(=O)OCC)c1=O	103	4	0.76	2	-4	19	4	0.2	-0.8	1
O=C(COC(=O)CCc1c[nH]c2ccccc12)NC(c1ccccc1)c1ccccc1	102	1	1	1	13	-5	-13	-0.3	0.6	1
COc1cccc(Cn2nnc(C(=O)Nc3cc(C)ccc3OC)c2N)c1	97	-1	1.1	-2	2	6	-2	-0.3	-0.9	1
Cc1cccc2cc(C#N)c(N3CCN(C)CC3)nc12	101	3	1.3	3	-14	9	14	0.3	-3.5	1
COc1cc(NC(=O)c2cc3nc(C4CC4)cc(C(F)(F)F)n3n2)c(OC)cc1Cl	103	-6	1.2	-6	5	5	-5	-0.3	-3.5	1.1
CCCC(=O)OCC(=O)Nc1ccc2c(c1)OCO2	102	2	0.95	5	-29	4	29	0.1	0.4	1
CCn1c(COc2ccc(=O)n(-c3ccccc3)n2)nnc1SCc1ccc(C)cc1	88	-2	1	0	14	17	-14	-0.2	1.4	1
Cc1ccc(-c2nnn(CC(=O)N(CC3CCCO3)C(C(=O)NC(C)(C)C)c3ccc(F)cc3)n2)o1 (stereo unspecified)	88	-1	0.94	-6	-6	1	6	-0.4	1.0	1.1
CCOc1cc(/C=N/NC(=O)COc2cccc(C)c2)ccc1OC(=O)c1cccs1	99	0	0.83	1	0	-2	0	-0.2	-4.4	1
CC1CCN(CCCn2c(SCC(=O)Nc3ccccc3Cl)nc3ccccc3c2=O)CC1	97	-7	0.85	-3	-10	4	10	-0.1	-0.4	1
Cc1cc(OCC(=O)O/N=C(\N)Cc2cccs2)ccc1Br	101	-6	1.7	0	2	4	-2	0.4	-3.4	1
COc1ccc2nc(SCC(=O)Nc3nonc3C)[nH]c2c1	98	-12	1.4	-5	9	7	-9	-0.1	2.4	1
COC(=O)c1cc(OC)c(OC)cc1NC(=O)CN1CCCCC1	99	3	1.1	0	-2	0	2	-0.4	0.7	1
CCOc1ccc(CC(=O)NNC(=S)Nc2ccc(OC)c(OC)c2)cc1	100	1	1	-3	17	-4	-17	0.3	-0.2	1

Part of the list above, comma-delimited.
smiles,STAT1 activator,HMGR II inh,NF-kB neuron act,FLuc inh counter,APP 5UTR inh,G6PDH counter,APP 5'UTR act,Hsp70 act,DTT redox prof,FLuc stim CS
COc1cccc(Cn2nnc(C(=O)Nc3cc(C)ccc3OC)c2N)c1,97,-1,1.1,-2,2,6,-2,-0.3,-0.9,1
Cc1cccc2cc(C#N)c(N3CCN(C)CC3)nc12,101,3,1.3,3,-14,9,14,0.3,-3.5,1
COc1cc(NC(=O)c2cc3nc(C4CC4)cc(C(F)(F)F)n3n2)c(OC)cc1Cl,103,-6,1.2,-6,5,5,-5,-0.3,-3.5,1.1
CCCC(=O)OCC(=O)Nc1ccc2c(c1)OCO2,102,2,0.95,5,-29,4,29,0.1,0.4,1
CCn1c(COc2ccc(=O)n(-c3ccccc3)n2)nnc1SCc1ccc(C)cc1,88,-2,1,0,14,17,-14,-0.2,1.4,1
Cc1ccc(-c2nnn(CC(=O)N(CC3CCCO3)C(C(=O)NC(C)(C)C)c3ccc(F)cc3)n2)o1 (stereo unspecified),88,-1,0.94,-6,-6,1,6,-0.4,1.0,1.1

Going on with the list.
SMILES	STAT1 activator	HMGR II inh	NF-kB neuron act	FLuc inh counter	APP 5UTR inh	G6PDH counter	APP 5'UTR act	Hsp70 act	DTT redox prof	FLuc stim CS
CCN(CC)CCNC(=O)CS(=O)Cc1nc(-c2ccccc2Cl)oc1C (stereo unspecified)	101	3	1	0	-8	7	7	-0.2	2.5	1
COc1cccc(C2=NOC(C(=O)N3CCOCC3)C2)c1 (stereo unspecified)	133*	0	2	2	-38	4	38	0.3	2.6	1
COc1ccc(CCNC(=O)c2ccc(CNS(=O)(=O)c3ccccc3)cc2)cc1OC	99	0	0.84	-1	2	3	-2	-0.2	0.0	1
CCOC(=O)C(Cc1ccccc1)NC(=O)CNC(=O)CNC(=O)OCc1ccccc1 (stereo unspecified)	100	-1	0.99	-3	16	-6	-16	-0.3	-0.1	1
Cc1cc(NC(=O)CSc2nnnn2-c2ccc(C)c(C)c2)no1	96	0	1	1	10	11	-10	-0.1	-0.6	1
COc1ccc(/C=C/S(=O)(=O)NCc2ccccc2)cc1OC	99	-8	0.87	-1	-7	1	7	-0.3	-1.0	1
Cc1nc2cc(NC(=O)N3c4ccccc4CC3C)ccc2n1C (stereo unspecified)	151*	1	4*	86*	-202	-6	x	-0.3	1.3	0.1
Cc1ccccc1-n1c(SCc2c(C)noc2C)nnc1-c1c[nH]c2ccccc12	95	-6	1.7	-2	-1	9	1	0.4	1.7	1
O=C(CSc1ncn[nH]1)Nc1ccc(Br)cc1F	105	-2	1.2	2	-8	2	8	-0.1	1.1	1
CN(c1ccc(C(=O)NCC2CCCO2)cc1)S(C)(=O)=O (stereo unspecified)	94	-4	1.1	-3	-5	-1	5	-0.3	0.1	1
COc1ccc(C2C(C(N)=O)=C(C)Nc3nc(-c4ccccc4)nn32)cc1OC (stereo unspecified)	98	3	1.1	-5	-6	-7	6	0.7	-2.1	1
Oc1ccc2nc(Cc3ccccc3)[nH]c2c1	104	2	1.9	-6	-30	5	30	-0.1	1.4	1.1
Cc1nnc(SCCn2c(Br)nc3c2c(=O)n(C)c(=O)n3C)s1	91	-2	0.85	-7	-2	-20	2	-0.4	-3.3	1.1
Cc1ccc(C)c(OCC(=O)Nc2nc3ccc([N+](=O)[O-])cc3s2)c1C	96	1	1	-7	-17	0	17	-0.4	-7.1	1.1
Cc1ccccc1C(=O)Nc1cccc(-c2ccc3nncn3n2)c1	96	-1	0.86	4	10	1	-10	-0.3	-1.0	1
Cc1ccc(-n2c(SCc3nc4ccccc4[nH]3)nnc2-c2ccncc2)cc1	92	1	0.77	-4	1	0	-1	0.1	0.0	1
COc1cc(C(=O)Nc2ccccc2N2CCN(S(C)(=O)=O)CC2)cc(OC)c1OC	93	0	0.84	-7	4	3	-4	0.0	-0.4	1.1
Cc1ccc(-c2csc3ncn(-n4c(C)ccc4C)c(=O)c23)o1	100	-3	1.4	2	-6	6	6	0.0	0.3	1
COc1ccc(Cn2nnnc2CN(Cc2cc3ccc(C)cc3[nH]c2=O)C2CCCC2)cc1	102	-2	0.61	-5	1	6	-1	0.1	2.6	1.1
CCOC(=O)C1=C(c2ccccc2)NC(=O)NC1c1cc(Br)c(O)c(OC)c1 (stereo unspecified)	90	4	0.87	0	-4	11	4	-0.1	-1.7	1

Screening data (PubChem BioAssay)
